PvdQ inh = P. aeruginosa PvdQ acylase inhibition. purified PvdQ acylase, fluorescence plate reader. inhibition, % at 10 µM. actives 0.063% (n = 340,000). AID 488965; in the data active = inhibition above about 30%, passing the limit was not always enough; inconclusive = no clear call, values can overlap the other calls;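 also: 0% = vehicle neutral wells and 100% = reference inhibitor wells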
CDK5 inh = inhibitors of human CDK5/p35 kinase | AID 488839 | inhibition, % at 10 µM | Q00535+Q15078 | actives 0.01% (n = 330,000) | Recombinant CDK5/p35, ADP-Glo luminescence, 60 min;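 active = highest replicate inhibition of at least 50% and at least 75% of replicates reaching 50%; inconclusive = only one of the two criteria met; inactive = both criteria failed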;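 also: plate controls were DMSO neutral control for no effect and GW8510 at 10 µM for full effect; many of its hits are not listed in these tables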
Wnt bcat act = activators of Wnt/beta-catenin signaling; Wnt/beta-catenin reporter cell assay, activator, plate reader; activation, % at 9.35 µM; actives 1.2% (n = 300,000); AID 743398; in the data active = activation above about 30%, passing the limit was not always enough; inconclusive = no clear call, values can overlap the other calls;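 also: 0% = neutral control wells and 100% = positive control wells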
dFosB act = enhances mouse delta FosB homodimer DNA binding | P13346 | activation, % at 25 µM | actives 0.99% (n = 340,000) | AID 493131 | purified delta FosB, TAMRA-CDK5 oligo fluorescence polarization; percent of positive-control signal above neutral wells;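 active = mean activation above about 17%, with every replicate also reaching it, limit read from the data, passing the limit was not always enough; inconclusive = only one of the two conditions met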;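 also: fluorescence polarization rise as delta FosB binds a TAMRA Cdk5 AP-1 oligo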
MITF TRPM1 HTS = MITF TRPM1 promoter activation in melanoma cells. SK-MEL-5 TRPM1-promoter luciferase, 24 h; % of positive control, neutral wells = 0. activation, % at 12.5 µM. actives 0.75% (n = 300,000). AID 588334;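 active = mean activation of at least 80% with every replicate also reaching 80%; inconclusive = mean reaches 80% but some replicate falls short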;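 also: 0% = neutral control wells and 100% = parthenolide positive control wells; values of inactives mirror those of a sister screen read the other way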
HTR5A ag ctr = counter-screen for OPRM1-OPRD1 agonists: human HTR5A agonism | P47898 | HTR5A agonist assay, luminescence, cell-based | activation, % at 9.3 µM | actives 0.61% (n = 340,000); in the data active = activation mostly above about 9.5%, no sharp cut-off; inactive = mostly below about 7.6%;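 also: 0% = cells with vehicle only and 100% = reference agonist; strong numbers were not always called active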
Target sequence (P47898 whole entry, looked up): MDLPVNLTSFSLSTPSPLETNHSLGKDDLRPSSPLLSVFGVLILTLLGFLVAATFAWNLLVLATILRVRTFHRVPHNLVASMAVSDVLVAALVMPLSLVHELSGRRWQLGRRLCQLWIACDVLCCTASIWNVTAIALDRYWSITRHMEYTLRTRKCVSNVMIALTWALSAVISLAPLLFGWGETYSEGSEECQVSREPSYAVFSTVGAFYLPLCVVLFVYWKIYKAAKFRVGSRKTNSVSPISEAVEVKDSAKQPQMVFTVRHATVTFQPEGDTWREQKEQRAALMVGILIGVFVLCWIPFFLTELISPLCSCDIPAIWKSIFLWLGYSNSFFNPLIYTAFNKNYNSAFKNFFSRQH
Rtt109 Vps75 = inhibitors of Candida albicans Rtt109/Vps75 histone acetyltransferase | Q5AAJ8 | purified Rtt109/Vps75, ThioGlo CoA-SH fluorescence, 4 h | inhibition, % at 34.9 µM | actives 0.16% (n = 330,000) | AID 540336;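 active = inhibition of at least 50% in every replicate; inconclusive = best replicate reaches 50% inhibition but some replicates fall short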
SR-BI HDL uptake = inhibitors of mouse SR-BI mediated HDL lipid uptake; actives 0.96% (n = 320,000); inhibition, % at 12.5 µM; AID 488896; ldlA[mSR-BI] CHO cells, DiI-HDL uptake fluorescence, 3 h; Q61009;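 active = mean replicate inhibition of at least 70% and a set share of replicates each scoring 70 or more; inconclusive = meets just one of the two criteria; inactive = fails both criteria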;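 also: 0% = median of neutral control wells and 100% = median of positive control wells; values of inactives mirror those of a sister screen read the other way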
Target sequence (Q61009 whole entry, looked up): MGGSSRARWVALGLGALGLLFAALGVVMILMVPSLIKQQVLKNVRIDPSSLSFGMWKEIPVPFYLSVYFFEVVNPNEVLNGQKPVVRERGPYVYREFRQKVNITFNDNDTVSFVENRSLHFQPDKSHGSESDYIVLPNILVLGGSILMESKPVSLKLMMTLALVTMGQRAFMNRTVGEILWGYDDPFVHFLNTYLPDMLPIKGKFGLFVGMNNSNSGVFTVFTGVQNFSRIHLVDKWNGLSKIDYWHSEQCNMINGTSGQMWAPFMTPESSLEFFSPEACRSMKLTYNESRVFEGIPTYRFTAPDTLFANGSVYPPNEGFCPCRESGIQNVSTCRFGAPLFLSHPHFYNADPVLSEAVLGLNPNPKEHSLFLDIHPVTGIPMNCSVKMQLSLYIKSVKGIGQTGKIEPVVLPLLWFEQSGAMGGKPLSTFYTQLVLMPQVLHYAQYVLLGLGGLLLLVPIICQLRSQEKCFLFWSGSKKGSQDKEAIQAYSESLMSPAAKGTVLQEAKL
cardiac RTF act = increases calcium sensitivity of human cardiac regulated thin filaments | IANBD-labeled TnC RTF fluorescence at EC20 calcium; 0% EC20 calcium, 100% full calcium | actives 0.24% (n = 340,000) | AID 493008 | activation, % at 7.2 µM;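 active = activation above the mean over all tested compounds plus 3 SD, cut at about 30% in these data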;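 also: rise in fluorescence read as greater calcium sensitivity of cardiac thin filaments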
SR-BI DiI-HDL act = SR-BI HDL lipid transfer activation | CHO ldlA[mSR-BI] cells, DiI-HDL uptake fluorescence, 3 h; 100 = double the neutral-control signal | activation, % at 12.5 µM | actives 0.096% (n = 320,000);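 active = mean replicate activation of at least 60% and every replicate at or above 60%; inconclusive = mean or all-replicate condition met, but not both; inactive = mean below 60% and not all replicates reaching 60%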;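 also: 0% = median plate neutral-control signal and 100% = twice that signal; values of inactives mirror those of a sister screen read the other way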
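Test system: SR-BI-overexpressing, LDLR-lacking CHO cells; Medium: Ham's F12 with 0.5% BSA, HEPES 25 mM, pH 7.4; Schedule: 3 h, 37 °C; Technique: bottom-read fluorescence, 550/595 nm.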
Numbers without * were called inactive; ? = inconclusive; · = no result given. This is a random part of the collection; about 4.4% have a hit in one of these screens.

SMILES	PvdQ inh	CDK5 inh	Wnt bcat act	dFosB act	MITF TRPM1 HTS	HTR5A ag ctr	Rtt109 Vps75	SR-BI HDL uptake	cardiac RTF act	SR-BI DiI-HDL act
Cn1c(=O)c2c(SCC(=O)N3CCOCC3)nc(-c3ccccc3Cl)nc2n(C)c1=O	-10	0.2	6	-18	2	3	-4	-33	0	33
Cc1ccccc1C(=O)NC(=S)NCc1cccnc1	12	-1.1	0	-11	-4	2	-2	-18	0	18
O=C(O)C1Cc2[nH]cnc2C(c2ccc(F)cc2)N1 (stereo not drawn)	-11	-1.2	22	0	4	1	-11	-16	4	16
CN(C)CCN(Cc1cc2cc3c(cc2[nH]c1=O)OCCO3)C(=S)NCC1CCCO1 (stereo not drawn)	-11	-1.9	5	1	-3	-3	-3	-14	1	14
O=C(Nc1ccc(NC(=S)NC(=O)c2ccco2)cc1)c1ccccc1	8	0.7	-1	?	20	-4	0	45	-5	-45
COCCN(C(=O)COC(=O)c1ccccc1Oc1ccccc1)c1c(N)n(Cc2ccccc2)c(=O)[nH]c1=O	6	0.1	-2	-3	2	-4	-8	41	0	-41
CCCN1C(=O)c2ccc(C(=O)Nc3ccccc3C(=O)O)cc2C1=O	-6	-1.1	12	-2	-11	1	-3	-15	0	15
CCCNC(=O)Cn1cnc2sc(C(=O)N3CCCC(C(=O)OCC)C3)c(C)c2c1=O (stereo not drawn)	-18	-1.7	-1	1	·	4	3	-14	-9	14
O=C1c2cccc3cc(Br)cc(c23)C(=O)N1Nc1ccccc1	11	0.5	0	7	4	7	1	16	-2	-16
c1ccc(-c2cc(-c3ccccc3)n3ncnc3n2)cc1	-10	0.5	0	-35	-7	6	1	31	-1	-31
Cc1ccc(S(=O)(=O)Oc2ccc(/C=C(/NC(=O)c3ccccc3)C(=O)NCCC(=O)O)cc2)cc1	-11	-0.4	-1	0	9	0	0	-18	-3	18
C=CCSc1nc(C)cc(C(=O)OCC)c1C#N	4	1.0	1	-2	16	2	9	-5	-10	5
COC(=O)C=C1CCC2C3CCC4=CC(=O)CCC4(C)C3C(=O)CC12C (stereo not drawn)	-18	1.9	-4	-16	8	-2	5	26	-8	-26
CCC(=O)Nc1ccc(C(=O)Nc2cccc(OC)c2)cc1	-14	-0.5	·	3	45	-4	0	49	-2	-49
Cc1c(NS(=O)(=O)CC23CCC(CC2=O)C3(C)C)c(=O)n(-c2ccccc2)n1C (stereo not drawn)	-11	-1.8	·	-10	·	-3	-3	-11	13	11
O=C(COC(=O)c1ccc2ccccc2c1O)Nc1ccccc1	6	-0.9	0	11	-6	4	18	4	-1	-4
Cc1ccc(S(=O)(=O)N2CCC(C(=O)OCC(=O)NC(C)c3ccc(F)cc3)CC2)cc1C (stereo not drawn)	-9	-0.4	-1	-7	-3	3	-4	-23	7	23
COc1ccc(-c2nc(CS(=O)CC(=O)NC3CCCC3)c(C)o2)cc1OC (stereo not drawn)	3	0.1	0	1	-9	0	-22	-6	-1	6
O=C1N(Cc2cccc(Cl)c2)C[C@@H]2C[C@@H](c3ccco3)N3CCC[C@@]123	-11	-1.5	-2	-4	-7	0	-7	9	5	-9
CCCCC(=O)Nc1cc(NC(=O)CC)ccc1Cl	-14	-0.4	0	8	·	0	8	10	4	-10
O=C(N/N=C/c1ccccc1C(=O)O)c1ccncc1	-1	-0.9	-1	-4	10	3	-3	-15	-4	15
Cc1ccccc1-n1c(SCC(=O)Nc2ccccc2)nc2nc3c(cc2c1=O)CCCC3	5	·	-2	-10	-3	2	6	21	-2	-21
O=C(COC(=O)c1ccco1)NCc1cccs1	-16	-1.5	·	-2	5	-2	-6	-11	3	11
CCOc1ccccc1C(=O)Nc1ccsc1C(=O)OC	-12	1.2	-4	-18	-34	2	5	-3	3	3
COc1ccc(C(=O)NC(=S)NC(C)c2ccccc2)cc1 (stereo not drawn)	1	-3.7	12	-12	·	6	-12	10	1	-10
COc1cc(C)c(COc2ncnc3ccccc23)cc1OC	-28	0.4	-3	2	-5	0	-4	-10	4	10
CCOc1ccc2nc(SC(CC)C(=O)Nc3cc(C)on3)sc2c1 (stereo not drawn)	-3	0.5	·	-4	5	-7	1	1	-7	-1
COc1ccc(C2=NN(C3=NN=C(N)Cc4ncnn43)C(O)(C(F)(F)F)C2)cc1 (stereo not drawn)	6	-0.1	-1	-8	0	0	16	-20	-3	20
C=CCNC(=O)c1onc(CSc2ccc(F)cc2)c1C(=O)O	6	-0.3	1	-5	-6	4	-7	-19	-2	19
COc1ccc(-n2nnnc2SCC(=O)c2ccc3c(c2)OCCO3)c(OC)c1	-6	0.0	1	16	7	3	-5	23	-1	-23

Shown field by field: two of the compounds above.
COc1cc(C)c(COc2ncnc3ccccc23)cc1OC
  PvdQ inh: -28
  CDK5 inh: 0.4
  Wnt bcat act: -3
  dFosB act: 2
  MITF TRPM1 HTS: -5
  HTR5A ag ctr: 0
  Rtt109 Vps75: -4
  SR-BI HDL uptake: -10
  cardiac RTF act: 4
  SR-BI DiI-HDL act: 10

C=CCNC(=O)c1onc(CSc2ccc(F)cc2)c1C(=O)O
  PvdQ inh: 6
  CDK5 inh: -0.3
  Wnt bcat act: 1
  dFosB act: -5
  MITF TRPM1 HTS: -6
  HTR5A ag ctr: 4
  Rtt109 Vps75: -7
  SR-BI HDL uptake: -19
  cardiac RTF act: -2
  SR-BI DiI-HDL act: 19

Other structures.
SMILES	PvdQ inh	CDK5 inh	Wnt bcat act	dFosB act	MITF TRPM1 HTS	HTR5A ag ctr	Rtt109 Vps75	SR-BI HDL uptake	cardiac RTF act	SR-BI DiI-HDL act
Cc1cc(C(=O)O)ccc1-n1c(C)cc(/C=C2\SC(=O)NC2=O)c1C	-15	-0.5	9	2	·	1	-3	-25	11	25
O=c1ccccn1CCOc1ccc(Cl)cc1	13	1.2	2	6	13	2	0	3	-2	-3
C/C(=N\NS(=O)(=O)c1cccc([N+](=O)[O-])c1)c1cccnc1	-8	1.8	0	-8	-13	4	11	0	2	0
CCn1cc(SCC(=O)NCc2ccc3c(c2)OCO3)c2ccccc21	4	-0.4	-1	-7	·	2	6	1	-2	-1
O=C(Nc1c(Cl)cccc1Cl)c1cc(=O)n(Cc2ccccc2)c(=O)[nH]1	-14	-1.6	·	10	-6	2	-3	-14	3	14
Cc1ccc(NC(N)=S)cc1	-4	0.7	3	3	7	2	1	-14	2	14
Cc1cc(C(=O)C(=O)O)c(C)n1-c1ccc(Cl)cc1	4	1.2	-1	-6	4	2	1	-17	4	17
CCSc1ccccc1C(=O)NCc1ccc(OC)cc1	-10	0.7	-5	-4	5	2	-2	-1	-7	1
O=C(CCCN1C(=O)c2cccnc2C1=O)Nc1ccc(F)cc1Cl	-18	1.4	-3	-2	8	1	9	-16	0	16
O=C(NNc1ccccc1[N+](=O)[O-])Nc1cccc(Cl)c1	8	-1.0	-3	-4	-12	2	12	·	-2	·
CC(C)(C)NC(=O)CSc1nnc(C2CC2)n1-c1ccccc1	-10	-3.9	-2	6	-1	0	9	-8	4	8
Cc1ccc(/C=C/C(=O)Nc2cc(S(=O)(=O)N3CCCCCC3)ccc2OCC(F)(F)F)o1	-4	-1.1	11	-15	8	3	5	-18	2	18
CCOC(=O)C1CCCN(c2ncnc3c2cnn3-c2ccc(OC)cc2)C1 (stereo not drawn)	-17	-0.7	·	0	6	-4	4	6	-4	-6
CN(Cc1ccccc1)c1ncnc2c1cnn2-c1ccccc1	-11	3.4	26	-11	85*	0	-2	-29	3	29
NNC(=O)CNC(=O)c1ccc(F)cc1	-10	0.9	-1	9	2	-2	-10	-33	0	33
O=C(Nc1ccc(NC(=O)C2CC2)cn1)c1ccccc1Cl	-7	1.1	37*	-3	35	1	-2	-11	-4	11
O=C(N/N=C/c1cccc(O)c1)c1ccc(-n2cnnn2)cc1	-4	-8.7	-2	-2	1	-2	-4	2	-1	-2
Cc1nn2c(=O)cc(COC(=O)c3c(F)cccc3Cl)nc2s1	6	-0.7	50*	-9	61	7	-17	-31	-2	31
CCC(=Nc1ccc(N)cc1)C1=C(O)C(C(=O)OC)C(C)(C)CC1=O (stereo not drawn)	-7	-1.8	·	-10	-18	-2	-1	48	-3	-48
COC(=O)C1=C(C)N(Cc2ccco2)C(=O)N[C@@H]1c1ccccc1	7	0.1	-2	5	·	9	-1	-10	3	10
OC[C@@H]1[C@@H](c2ccccc2)C(c2ccc(F)cc2)=NN1c1ccccc1	-29	-2.6	·	-14	-6	4	-4	-10	-2	10
COc1cccc(CN2CCC(C(=O)N3CCN(c4ccccc4F)CC3)CC2)c1	-4	0.1	-3	-1	8	1	2	-7	0	7
COc1ccc(N(Cc2cc3cc(OC)ccc3[nH]c2=O)C(=O)C2CCCO2)cc1 (stereo not drawn)	-2	0.9	·	1	8	-2	-3	-18	0	18
CCCN=C(C)C1=C(O)c2ccccc2C1=O	-11	-0.2	?	-12	54	-5	·	13	4	-13
O=C(CCS(=O)(=O)c1ccccc1)Nc1nc2cc3c(cc2s1)OCO3	0	0.8	6	1	10	1	1	·	-2	·
Cc1cccc2c1CC(C)(C)NC2=C(C#N)C#N	-7	-2.7	1	-3	2	-2	-5	-9	9	9
COc1ccc(CCNC(=S)N2CCN(S(=O)(=O)c3ccc(C)cc3)CC2)cc1	0	0.0	-3	3	1	8	-2	1	-19	-1
CCc1ccccc1Nc1nc(N)nc(CSc2nnnn2C)n1	-4	1.5	4	-3	-2	-1	-21	-23	3	23
O=C(O)C1Cn2c(nc3c(c2=O)C2(CCCC2)Cc2ccccc2-3)S1 (stereo not drawn)	-7	-0.7	-1	-3	1	6	-7	-29	2	29
O=C(NCC(c1ccco1)N1CCCC1)c1cccc(S(=O)(=O)N2CCOCC2)c1 (stereo not drawn)	-1	1.1	1	-9	-5	0	?	-14	-2	14
COc1ccc2c(c1)CC1c3c(cc4c(c3-2)OCO4)CC[N+]1(C)[O-] (stereo not drawn)	0	0.9	-4	5	-6	-1	3	-19	-4	19
COc1cc(C(=O)NCCC(=O)NCCCN2CCCCC2C)cc(OC)c1OC (stereo not drawn)	-18	-0.7	-2	-2	6	2	2	-37	-1	37
O=C(CCS(=O)(=O)c1ccc2c(c1)NC(=O)CO2)NCCc1ccc(Cl)cc1	-7	1.3	-1	-15	0	-2	-1	12	-1	-12
CCOC(=O)C1=C(COC(=O)CCS(=O)(=O)c2ccc(C)cc2)NC(=O)NC1C (stereo not drawn)	14	0.8	-1	-2	4	4	26	-5	-1	5
CC1(C)C2CC=C(/C=N/NC(=O)c3ccccc3O)C1C2 (stereo not drawn)	-7	-1.3	11	-13	1	-3	·	-8	1	8
O=S(Cc1ccc(Cl)cc1)c1ncc(CO)n1Cc1ccccc1 (stereo not drawn)	-14	1.4	0	-4	-7	4	1	-20	7	20
Cn1nc(C#N)c(=O)[nH]c1=O	-3	0.5	-1	-7	0	3	-1	0	-8	0
N#Cc1ccc(C(=O)N2CCN(S(=O)(=O)c3ccc(Cl)s3)CC2)cc1	-5	0.6	-4	-2	-13	1	-6	-2	-4	2

Source: PubChem (several laboratories)
